GoLoco inh red: blocks human Gai1 binding to RGS12 GoLoco peptide, red readout | P63096 | Gai1:RGS12 GoLoco peptide FP, rhodamine, 10 min | Potency, µM (doses to about 61.6 µM), without a hit: at the top dose activity, negative = inhibition, hits mostly inhibitors | 0.44% of 230,000 active; active means well fitted inhibition curve with a large enough effect, not every such curve was filed as active; inactive means no such curve, though single readings can be large or run the other way; further: on the % scale 0 is the no-effect control and ±100 the full control effect; nearly all actives have a fitted effect of over 30% in size; many of its hits are not listed in these tables
Target sequence (P63096 whole entry, looked up): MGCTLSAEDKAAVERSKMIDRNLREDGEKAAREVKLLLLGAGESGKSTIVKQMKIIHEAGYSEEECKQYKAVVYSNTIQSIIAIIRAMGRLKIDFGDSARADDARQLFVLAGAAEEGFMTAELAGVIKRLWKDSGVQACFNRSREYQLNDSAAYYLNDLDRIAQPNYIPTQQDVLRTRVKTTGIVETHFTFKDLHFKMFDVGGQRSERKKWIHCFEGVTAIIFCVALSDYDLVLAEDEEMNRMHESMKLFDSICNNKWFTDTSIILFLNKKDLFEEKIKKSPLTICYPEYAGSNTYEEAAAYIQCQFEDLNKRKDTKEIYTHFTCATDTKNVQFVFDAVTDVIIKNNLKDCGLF
HTT cytoprotect: protects HTT-Q103 PC12 cells, measured by ATP; PC12 HTT-Q103 induced, cytoprotection, ATP luminescence, 40 h; Potency, µM (titrated, usually from 56.4 µM), without a hit: cytoprotection (ATP increase), actives largely listed as activators; 0.14% of 230,000 active;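 further: % of control where 0% means no effect; nearly all actives have a fitted effect of over 45% in size; toxic huntingtin expression switched on by the ecdysone agonist tebufenozide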
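Quantitative HTS on tebufenozide-induced (100 nM) PC12 cells expressing HTTQ103 exon 1–GFP; compounds tested as a concentration series; survival measured via cellular ATP.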
IMPase Li inh: cell-permeable IMPase inhibitors with lithium potentiation. 0.35% of 210,000 active. CHO-M1 cells, IP1 TR-FRET (IP-One), carbachol + lithium. AID 1457. Potency, µM (highest dose often 59.4 µM), inactives show at the top dose activity, negative = IMPase inhibition, hits mostly inhibitors;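 further: IP1 builds up when IMPase is blocked and the TR-FRET signal falls; plate controls were basal vehicle for no effect and high inhibitor control for full effect; nearly all actives have a fitted effect of over 50% in size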
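Test compounds were applied to CHO-M1 cells previously cultured for 16–30 h at 2000 per well. A small lithium amount accompanied them; after 30 min at 37C, IP1 was quantified by TR-FRET.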
aGlu spleen mod: inhibits or activates alpha-glucosidase in human spleen homogenate; Potency, µM (highest dose often 79.9 µM), for inactives: at the top dose activity change, negative = inhibition, actives largely listed as inhibitors; human spleen homogenate, 4-MU-alpha-glucoside fluorescence; AID 2112; P10253; 0.006% of 240,000 active;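 further: 0% = enzyme with vehicle and -100% = no enzyme basal signal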
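Human spleen homogenate (1 ug) with 4-methylumbelliferyl-alpha-D-glucopyranoside (1 mM final) in 50 mM citrate/phosphate pH 5.0, 0.01% Tween-20; 40 min at 37 C. Stopped at pH 10; 4-MU fluorescence Ex 365/Em 440 nm; AC50 by Hill fit.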
GAA glycogen mod: alters human alpha-glucosidase cleavage of glycogen; P10253; recombinant GAA, glycogen substrate, Amplex Red glucose oxidase fluorescence; Potency, µM (series often up to 76.4 µM), without a hit: at the top dose activity change, negative = inhibition, hits mostly inhibitors; 0.38% of 300,000 active;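 further: 0% = full enzyme reaction and -100% = no-enzyme basal signal; the screen sought inhibitors and activators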
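Recombinant human alpha-glucosidase (4 nM final) hydrolysed bovine liver glycogen (30 ug) for 40 min at 37 C in pH 5.0 citrate/phosphate with 0.01% Tween-20. Released glucose detected by glucose oxidase/Amplex Red, Ex 573/Em 610 nm. Compounds up to 77 uM; AC50 from Hill fits.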
HTT aggregate: inhibitors of mutant huntingtin aggregate formation in PC12 cells. Potency, µM (doses to about 46.1 µM), for inactives: at the top dose activity change, negative = inhibition, usual class: inhibitors. 1.1% of 220,000 active. PC12 HttQ103-GFP aggregates, Acumen cytometry, 40 h. AID 1688; further: on the % scale 0 is the no-effect control and ±100 the full control effect; nearly all actives have a fitted effect of over 60% in size
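PC12 cells with ecdysone-inducible HTT exon1 Q103-GFP, induced by 100 nM tebufenozide, given compounds in a concentration series. GFP aggregates (1–25 um, 6 SD above background) counted in lysates by laser-scanning cytometry, 488 nm excitation.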
GAA inhib: alpha-glucosidase (human) inhibition. 0.005% of 200,000 active. P10253. purified human GAA, 4-MU-alpha-glucoside fluorescence. Potency, µM (doses to about 76.9 µM), for the others: at the top dose activity change, negative = inhibition, actives largely listed as inhibitors;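 further: plate controls were uninhibited enzyme wells for no effect and no-enzyme background for full effect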
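qHTS format, compound range up to 77 uM. Human lysosomal enzyme at 4 nM, 400 uM 4-MU glucoside substrate, pH 5.0, 20 min room temperature; fluorescence after alkaline stop gives activity normalized to controls.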
An asterisk follows results filed as active; ? = inconclusive; . = not tested or not shown; & = joins results of further samples; [ ] = dose if it differs, or a comment. Unless noted, the call rests on the fitted dose curve; in most records, active means well fitted curve in the direction sought with a large enough effect; inconclusive means small, poorly fitted or top-dose-only effect, or another doubt; inactive means no such curve, though single readings can be large; an effect the other way counts as inactive or inconclusive. Potency means the concentration at half of the fitted maximal effect. This is a subset, so the mix of outcomes need not match the whole.

Every second line gives: GoLoco inh red	HTT cytoprotect	IMPase Li inh	aGlu spleen mod	GAA glycogen mod	HTT aggregate	GAA inhib
O=C(CCl)N(CCCNC(=O)C(F)(F)F)c1ccc([N+](=O)[O-])cc1
  -2%	34%[10 µM]	.	-7%	3%	-16%[9.22 µM]	.
Cc1ccccc1C(=O)Nc1cccc(NC(=O)c2ccc(-c3ccc(Br)cc3)o2)c1
  15%	-23%	-4%[38.3 µM]	-1%	0%	2%	0%
Oc1ccc2ccccc2c1/C=N/c1nccs1
  -11%	-3%	-6%[38.3 µM]	-2%	7%	20%	1%
Oc1ccc(/C=N/Nc2ccc(C(F)(F)F)cn2)cc1
  3%	8%[10 µM]	-3%	-5%	22µM*	6%	-10%
Cn1c(SCC(=O)N2CCc3ccccc32)nnc1-c1ccc(S(=O)(=O)N2CCCC2)cc1
  30%[activator]	-2%[10 µM]	?	-5%	16%	4%	-1%
O=C(CSc1c2c(nc3ccccc13)CCC2)N1CCCC1
  6%	10µM*	5%	3%	1%	?	2%
Cc1cccc2sc(NS(C)(=O)=O)nc12
  9%	.	-6%	-4%	19%	.	14%
O=[N+]([O-])c1cccc(-c2csc(CS(=O)(=O)Cc3ccco3)n2)c1
  10%	-7%[10 µM]	.	1%	4%	0%[9.22 µM]	0%
C/C(CC(=O)N1CCN(C=O)CC1)=N\NC(=O)c1ccc([N+](=O)[O-])cc1
  0%	-7%[10 µM]	1%	-5%	-30%	-22%[9.22 µM]	3%
CC1=[N+]([O-])C(C)(C)N(O)C1(C)C
  5%	8%[10 µM]	.	2%	?	8%[9.22 µM]	-7%
CCOC(=O)N1CCN(C(=O)C2CCCN(c3nc4ccc(OCC)cc4s3)C2)CC1 (stereo not drawn)
  2%	-11%[10 µM]	31%[38.3 µM]	-5%	-7%	13%	-6%
CC(=O)Nc1sc2c(c1C(N)=O)CCCC2
  5%	-16%	-23%[38.3 µM]	-7%	0%	-3%	-3%
O=c1[nH]c(-c2ccncc2)nc2ccccc12
  -3%	-12%[10 µM]	7%[38.3 µM]	-15%	-2%	-1%	-2%
CN(Cc1ccco1)c1cc(-c2ccccc2C(F)(F)F)ncn1
  15%	-19%	7%	4%	.	.	.
C#Cc1ccc([C@@H]2C=C(C(=O)NC3CC3)O[C@H](OCCCCO)C2)cc1
  5%	-6%[10 µM]	.	-2%	4%	-10%[9.22 µM]	.
Cc1ccc(C(=O)N2CCN(c3ccc([N+](=O)[O-])cc3-n3cccc3)CC2)cc1
  -3%	15%[10 µM]	.	-15%	-1%	-3%[9.22 µM]	.
CCOc1ccc(S(=O)(=O)Nc2cc(Cl)ccc2O)cc1
  2%	16%[10 µM]	30%[38.3 µM]	-8%	28µM*	22µM*	-4%
c1ccc(CCN(Cc2ccccc2)C2CCN(C3CCCC3)CC2)cc1
  -15%	-35%	30%[activator]	1%	-1%	18%	-4%
COc1cc2c(cc1OC)C1CCC3=C([C@H](C)OC3=O)N1CC2 (stereo partly drawn)
  -1%	-35%[inhibitor]	18%	-4%	.	.	.
N#CC1=C(N)Oc2n[nH]c(-c3cccs3)c2C1C1CCCCC1 (stereo not drawn)
  7%	-10%	28%[38.3 µM]	1%	-7%	-14%	?

Results in HTT aggregate, GoLoco inh red and GAA glycogen mod (2 entries from above):
compound	HTT aggregate	GoLoco inh red	GAA glycogen mod
N#CC1=C(N)Oc2n[nH]c(-c3cccs3)c2C1C1CCCCC1 (stereo not drawn)	-14%	7%	-7%
CCOC(=O)N1CCN(C(=O)C2CCCN(c3nc4ccc(OCC)cc4s3)C2)CC1 (stereo not drawn)	13%	2%	-7%

(continued)
Every second line gives: GoLoco inh red	HTT cytoprotect	IMPase Li inh	aGlu spleen mod	GAA glycogen mod	HTT aggregate	GAA inhib
Fc1ccc(-c2ccnc3nc(N4CCN(c5ccccc5)CC4)nn23)cc1
  1%	-28%	-23%[38.3 µM]	-11%	-1%	3%	-2%
COC(=O)CSc1cc(C(=O)c2nccn2C)c2ccccc2n1
  -6%	-15%[10 µM]	-10%[38.3 µM]	0%	-7%	8%	-2%
CSc1nnc2c(n1)OC(c1cn(C)c3ccccc13)N(C(C)=O)c1ccccc1-2 (stereo not drawn)
  5%	10%	-2%[38.3 µM]	-1%	0%	-10%	-2%
CCCCOc1ccc(NC2=NC3(CCCC3)N=C(N)N2)cc1
  3%	8%[1.9 µM]	24%[38.3 µM]	-3%	-13%	11%	-3%
CC1(C)[C@@H](O)CC[C@]2(C)C3C(O)C=C4[C@H]5C[C@@](C)(C(=O)O)CC[C@]5(C)CC[C@]4(C)[C@]3(C)CC[C@@H]12 (stereo partly drawn)
  -2%	18%[10 µM]	.	3%	-11%	22%[9.22 µM]	.
O=C(N/N=C/c1cn(-c2ccccc2)nc1-c1cccs1)c1ccccc1F
  12%	22%[10 µM]	9%	-3%	-1%	?	0%
Cc1ccc(NC(=S)N=Nc2c(O)n(C)c3ccc(S(=O)(=O)N4CCOCC4)cc23)cc1C
  7%	.	1%	2%	-10%	-28%	-16%
CCN(C(=O)CSc1nc2ccccc2c(=O)n1CCOC)C1CCS(=O)(=O)C1 (stereo not drawn)
  5%	13%[10 µM]	5%	0%	14%	8%	?
CC(=O)Oc1ccc(C(c2ccc(OC(C)=O)cc2)c2ccccn2)cc1
  10%	-43%[inhibitor]	4%&4%&5%&-1%	5%	-3%	-1%&3%	-1%[15.4 µM]
CCOC(=O)C(C)Sc1nc(-c2ccco2)cc(C(F)(F)F)c1C#N (stereo not drawn)
  30%	-23%[10 µM]	0%[38.3 µM]	-11%	-4%	10%	?
O=C(COC(=O)[C@H](Cc1ccccc1)NS(=O)(=O)c1ccccc1F)NC1CCCCC1
  6%	6%	24%[38.3 µM]	3%	-2%	7%	-11%
Cn1nnnc1NCc1c(F)cccc1Cl
  3%	1%	12%[38.3 µM]	-8%	7%	1%	3%
CCOC(=O)Cc1cc(=O)n2[nH]c(-c3ccc(C)cc3)cc2n1
  47%[activator]	-35%	41%[activator][38.3 µM]	-2%	5%	21%	2%
COc1ccc(OCCSc2nnc(Cc3cccc4ccccc34)n2N)cc1
  0%	5%[10 µM]	11%	-2%	-1%	-3%	-9%
CCCc1cc(C(=O)NCc2ccccc2)no1
  15%	14%[10 µM]	28%[38.3 µM]	0%	-2%	-12%	-1%
Cc1ccc(-c2nnn(CC(=O)N(CCO)C(C(=O)NC3CCCC3)c3ccc(F)cc3)n2)o1 (stereo not drawn)
  8%	10%[10 µM]	-8%	0%	1%	8%[9.22 µM]	?
CC(C)CN1C(=O)C(=Nc2cccnc2)c2ccccc21
  4%	-7%	-6%	1%	4%	1%	1%
Cc1c(Nc2cc(N3CCCCCC3)c3nonc3c2[N+](=O)[O-])c(=O)n(-c2ccccc2)n1C
  3%	-34%	-2%[38.3 µM]	-2%	5%	1%	-10%
Cc1sc2c(c1C)C(=O)/C(=C\Nc1ccncc1)S(=O)(=O)N2C
  33%	-1%[10 µM]	.	5%	9%	-25%[9.22 µM]	.
Cc1c(C(=O)Nc2ccccc2C(=O)N2CCCC2)cccc1[N+](=O)[O-]
  0%	-16%	-2%	-1%	10%	7%[9.22 µM]	2%
COc1ccc(CN/C=C2\CCCCC2=O)cc1
  10%	6%	28%[38.3 µM]	-9%	-16%	-14%	-3%
COc1cccc2c1OC1(C)CC2NC(=O)N1c1cccc(C(=O)Nc2ccc3c(c2)OCCO3)c1 (stereo not drawn)
  0%	25%	36%[38.3 µM]	-7%	-8%	-2%	0%
N#CCC(=O)N/N=C/c1cc([N+](=O)[O-])ccc1N1CCOCC1
  0%	-28%	5%	5%	0%	3%	0%
C/C(=N\NC(=S)NCc1ccccc1)c1ccc(C#N)cc1
  -4%	-24%	7%	-2%	-11%	12%	-3%
COc1cc(OC)c(NC(=O)c2cccc(F)c2)cc1Cl
  2%	9%[0.074 µM]	5%	0%	11%	14%	-9%
Cc1onc(-c2ccccc2Cl)c1C(=O)Nc1sc2c(c1C(N)=O)CCC(C)C2 (stereo not drawn)
  7%	7%[10 µM]	-4%	-1%	-22%	?	-2%
CC(C)CC(NC(=O)C1CCCCC1)C(=O)NCc1ccccn1 (stereo not drawn)
  4%	35%	21%[38.3 µM]	-6%	1%	-13%	3%
Cc1ccccc1-c1nn[nH]n1
  3%	16%	-24%[38.3 µM]	-1%	-1%	28%[9.22 µM]	?
CCN(CCCn1c(=S)[nH]c2ncccc2c1=O)c1ccccc1
  79%[activator]	-17%	12%[38.3 µM]	1%	1%	-13%	10%
COC(=O)c1ccc(NC(=O)CC2C(=O)N(C)C(=S)N2Cc2ccc(S(N)(=O)=O)cc2)cc1 (stereo not drawn)
  -11%	-5%[10 µM]	.	-2%	2%	21%[9.22 µM]	.
CC(=O)C1C(c2ccccc2)c2c(noc2C)CC1(C)O (stereo not drawn)
  -5%	20%[10 µM]	.	1%	11%	-18%[9.22 µM]	.
Cn1c(=NC(=O)c2cnccn2)sc2ccccc21
  7%	-93%[inhibitor]	-20%[38.3 µM]	3%	10%	?	-1%
CC1(C)OC(=O)C(=CNC(=O)c2c(F)cccc2F)C(=O)O1
  1%	.	1%	-8%	19%	13%	3%
Cc1cccc(NC(=S)N/N=C/c2cccc(O)c2)c1C
  11%	-26%[10 µM]	.	7%	?	-23%[9.22 µM]	.
COC(=O)c1ccccc1NC(=S)NC(NC(=O)c1ccccc1[N+](=O)[O-])C(Cl)(Cl)Cl (stereo not drawn)
  5%	-10%	15%[38.3 µM]	-1%	-2%	-2%	1%
CCOC(=O)C(CC)n1cnc2c(nnn2-c2ccc(OC)cc2)c1=O (stereo not drawn)
  4%	3%	-4%[38.3 µM]	2%	0%	-4%	3%
c1cncc(-c2nnc(-c3ccco3)o2)c1
  2%	17%[10 µM]	-5%	0%	2%	-7%	-9%
Cc1nnc(NC(=O)C2CCCN2S(=O)(=O)c2ccc(Cl)cc2)s1 (stereo not drawn)
  5%	-48%[inhibitor]	-3%	1%	6%	25%	5%
CC(C)(/C=N/O)/[N+]([O-])=C/C=[N+](\[O-])C(C)(C)/C=N/O
  -5%	-8%[0.074 µM]	8%[38.3 µM]	4%	-15%	8%	-1%
OC1OC[C@@H](O)[C@H](O)[C@@H]1O (stereo partly drawn)
  0%	56%	.	.	.	2%	.

Screening data as filed in PubChem BioAssay.
